# Screens from PubChem BioAssay.
# WT yeast gro inh – growth inhibition of WT yeast, mitochondrial fusion screen. mitochondrial fusion phenotypic screen, WT strain. inhibition, % at 10 µM. hit rate 2.1% among 190,000. AID 1362; in the data active means inhibition above about 58%; tested in S. cerevisiae
# Autophagy mod – autophagy modulation, high-content screen; MEF GFP-LC3 puncta imaging; test concentration mostly 10 µM; AID 463193; hit rate 0.98% among 190,000; calls only at 10 µM (by protocol);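 active means percentage of spot-positive cells more than 3 SD above its plate mean, without a fluorescence outlier flag or 80% toxicity; inconclusive means no clear call, values can overlap the other calls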;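 further: spot-positive cell cutoff set from DMSO-treated cells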
# Yfh1-off respiration – mitochondrial function rescue without frataxin homolog – Friedreich's ataxia, plus single-dose screen, dose response (AID 1465) | S. cerevisiae Yfh1-off respiration, WST-1 reduction, 72 h; higher fold induction means a stronger effect | fold induction at 50 µM; hits with a dose series show EC50 in µM | hit rate 0.074% among 220,000;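 active means fold induction of absorbance versus untreated yeast above a set limit, then at least 30% activation at any dose in follow-up; inconclusive means repeats straddling the limit, or above it without dose testing; inactive means fold induction below the set limit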;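 further: activators that raise dye reduction in frataxin-depleted yeast; strong numbers were not always called active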
# MT stabilize HCS – stabilizes microtubules in HeLa cells | hit rate 0.83% among 200,000 | HeLa tubulin immunostaining HCS, 24 h; share of cells brighter than vehicle mean+2SD | % tubulin-high responders, % at 10 µM;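 active means plate Z-score above 3 for both tubulin-high and condensed-nucleus cell shares, with cell loss under 80%, at 10 µM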;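 further: anti alpha tubulin signal scored within the nucleus-defined area of each cell; some results filed as inactive read as strong as hits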
# Ins promoter up – MIN6 insulin promoter up-regulation; z-score at 5 µM; hit rate 0.3% among 190,000; MIN6 insulin promoter-GFP reporter, high-content imaging; stronger effect = higher value;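 active means z-score above 3 at 5 µM with at least 500 cells counted in the well; inconclusive means wells under 500 cells, flagged as cytotoxic or low count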
# Dynein transport – blocks dynein driven cargo transport along microtubules; 3617.4 mouse cells, GR-EGFP nuclear translocation imaging; test concentration mostly 20 µM; stimulated with dexamethasone, 1 µM; stronger effect = lower value; z-score, hits read low; hit rate 0.47% among 220,000; AID 1381;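 active means plate z-score of nuclear minus cytoplasmic receptor signal below a set negative limit, without overly bright fluorescence or cell loss, cut at about -3.5 in these data, passing the limit was not always enough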;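 further: z-score of nuclear minus cytoplasmic ring GR-EGFP intensity difference per well; some compounds called inactive have numbers as strong as hits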
#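 medium = tetracycline-free induction medium containing charcoal-stripped FBS | also added = 1.0 µM final dexamethasone stimulus | schedule = 48 h induction, 1 h compound, 30 min dex at 37 °C | technique = fixed, Hoechst-stained cells imaged at 10x for EGFP | measure = GR-EGFP nuclear translocation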
# AID2073 – disruptors of CaV2.2 binding to Mint1 – biochemical, HTRF (AID 2073); HTRF protein-protein interaction, Mint1-CaV2.2; higher % means a stronger effect; inhibition, % at 20 µM; hits with a dose series show IC50 in µM; hit rate 0.19% among 290,000; in the data active means inhibition mostly above about 51%, no sharp cut-off; inconclusive means no clear call, values can overlap the other calls; inactive means mostly below about 53%; further: some results filed as inactive read as strong as hits
# bCat nuc transl – alters nuclear translocation of beta-catenin in HeLa cells | immunofluorescence imaging | nuclear translocation activity, % at 5 µM | hit rate 0.3% among 190,000;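 active means nuclear translocation activity above 50% at 5 µM, with a well cell count of 50 or more; inconclusive means wells under 50 cells across six images, flagged as toxic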;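 further: per-cell ratio of nuclear to cytoplasmic median beta-catenin stain intensity; plate controls were DMSO negative control for no effect and GSK-3 inhibitor IX positive control for full effect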
#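 Technique: fluorescence imaging of beta-catenin antibody stain plus DAPI / Material: human HeLa cell line / Incubation: compound treatment 24 h, 37°C, 5% CO2 / Read-out basis: % activation of per-cell nuclear versus cytoplasmic median beta-catenin signal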
# HIV fusion peptide – inhibitors of HIV fusion peptide binding, primary screen, biochemical, uHTS, fluorescence dequenching (AID 1986); cell-free peptide binding, fluorescence dequenching, 30 min; higher % means a stronger effect; inhibition, % at 20 µM, or IC50 in µM where a hit was titrated; hit rate 0.3% among 290,000; in the data active means inhibition mostly above about 52%, no sharp cut-off; inactive means mostly below about 76%; further: some results filed as inactive read as strong as hits
# WT yeast gro inh mutant strain – recorded beside WT yeast gro inh, whose call it bears; inhibition, %; mitochondrial fusion phenotypic screen, mutant strain inhibition
# Dynein transport cytoplasmic EGFP – recorded beside Dynein transport, whose call it bears; z-score; measured here: cytoplasmic GR-EGFP intensity; stronger effect = higher value
# Dynein transport nuclear GR-EGFP – also measured in Dynein transport; calls as there; z-score; measured here: nuclear GR-EGFP intensity;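 lower value marks the stronger effect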
# Dynein transport cell count – recorded beside Dynein transport, whose call it bears; z-score; measured here: cell count per field
# Ins promoter up cell count – further read-out of Ins promoter up, marked with its call; cell count; measured here: cytotoxicity, nuclei count;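 total cells summed across four imaged fields per well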
# bCat nuc transl cell count 5 µM – recorded beside bCat nuc transl, whose call it bears; cell count; measured here: cell count, cytotoxicity flag
# MT stabilize HCS Hoechst-high % – recorded beside MT stabilize HCS, whose call it bears; % Hoechst-high responders; measured here: nuclear condensation Hoechst responders;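 share of cells brighter than vehicle mean plus two SD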
# MT stabilize HCS cytotoxicity % – also measured in MT stabilize HCS; calls as there; toxicity, %; measured here: cytotoxicity by cell density;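 0% = mean cell density of plate MIN control wells and 100% = no cells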
# Autophagy mod cell loss 18 h – recorded beside Autophagy mod, whose call it bears; toxicity, %; measured here: cell loss, nuclei count;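 cell loss after 18 h compound exposure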
# * marks the source's active call; other numbers are inactive results; i = inactive; ? = inconclusive; / = no result given; + = active, no number; & = joins results of further samples.
SMILES,WT yeast gro inh,WT yeast gro inh mutant strain,Autophagy mod,Autophagy mod cell loss 18 h,Yfh1-off respiration,MT stabilize HCS,MT stabilize HCS Hoechst-high %,MT stabilize HCS cytotoxicity %,Ins promoter up,Ins promoter up cell count,Dynein transport,Dynein transport cytoplasmic EGFP,Dynein transport nuclear GR-EGFP,Dynein transport cell count,AID2073,bCat nuc transl,bCat nuc transl cell count 5 µM,HIV fusion peptide
O=C(COc1ccccc1)Nc1ncc2c(n1)CCCC2=O,18,22,i,-3,i,4.0,2.4,22,-0.41,1244,1.1,-0.25,0.87,-1.3,1%,-1.4,929,-0.7%
O=C(CNC(=O)c1cccs1)NCC(=O)OCc1ccc(Cl)cc1,16,21,i,-3,i,1.5,1.5,9.5,-0.42,1586,-0.19,-0.1,-0.32,0.58,5%,-0.6,1425,-1.7%
C/C(=N\Nc1nc(C)cc(C)n1)c1ccc(N2CCOCC2)cc1,8,4,i,-15,i,2.3,2.6,5.0,-1.7,809,0.037,-0.2,0.074,0.73,-1%,-0.6,1084,-1.6%
CC1(C)Cc2c(sc(NC(=O)c3ccco3)c2C#N)CO1,20,4,i,-1,i,2.2,1.7,6.0,-0.28,932,1.4,-0.13,0.67,-0.93,-5%,0.5,768,-0.9%
O=c1c2cccnc2[nH]c(=S)n1CCCN1CCN(c2ccccc2F)CC1,-2,-1,+,-14*,/,3.2,1.9,7.4,-0.75,1297,3.6,-0.14,2,-1.7,-18%,0.7,1476,0.6%
COc1cc(C(=O)CSc2nnc(-c3ccc(O)cc3)n2CC2CCCO2)ccc1NC(C)=O (stereo not drawn),/,/,i,19,i,3.0,3.2,7.8,-0.48,1481,-0.14,-0.37,0.23,1.5,-20%,-0.6,906,-2.2%
Cc1nn(C)c(C(=O)Sc2ccccc2)c1[N+](=O)[O-],/,/,/,/,i,/,/,/,-0.03,1037,-3.4,0.59,-1.7,-0.4,-20%,-0.5,1324,0.2%
COC(=O)CSc1ncnc2c1cnn2Cc1ccccc1,-8,-7,i,4,i,1.2,1.4,11,-0.27,1425,-0.081,-0.2,0.13,0.52,2%,-6.7,871,-2.4%
Cc1ccc(C2(CC(=O)N3CCCC3)CCOC(C(C)C)C2)cc1 (stereo not drawn),7,7,i,5,i,1.7,1.8,7.7,0.36,879,0.043,-0.11,0.072,0.47,-7%,/,/,-0.8%
COc1cc2c(cc1OC)C(c1cccs1)N(C(=O)c1ccc(S(=O)(=O)N(C)C)cc1)CC2 (stereo not drawn),/,/,/,/,i,/,/,/,-0.32,1028,-0.074,-0.83,-0.25,0.034,-6%,-0.8,1288,0.3%
Clc1ccccc1-c1nc(-c2ccncc2)no1,/,/,/,/,i,/,/,/,0.46,1442,0.032,-0.18,-0.23,-0.024,5%&17%,5.6,900,1.7%&0.6%
Cc1ccc2[nH]c3c(c2c1)CCN1C(=O)OC(C)(C)C31C (stereo not drawn),7,1,i,14,i,4.3,2.6,8.0,-0.48,1243,1.2,-0.29,1.3,-1.2,-1%,2.2,1031,0.8%
Cc1[nH]n(-c2ccccc2)c(=O)c1S(=O)(=O)c1ccccc1,15,-2,i,2,i,3.8,1.8,8.0,-0.31,1205,-0.27,-0.27,-0.051,-0.86,0%,-7.3,1024,-1.3%
CCOc1cc(/C=C2/SC(=S)N(CC(=O)O)C2=O)ccc1OC(=O)c1cccs1,/,/,/,/,?,/,/,/,-0.2,991,0.018,-0.05,-0.076,-0.83,-7%,0.1,1396,25%
Cc1cc(C)nc(SCc2nnc(SCC(=O)Nc3nc(-c4ccccc4)cs3)n2C)n1,-7,7,i,-11,i,4.4,1.9,5.5,/,/,0.41,-0.21,0.073,-1.3,0%,-0.4,1124,1.3%
O=C1OCc2cccc3cccc1c23,-22,-38,i,10,i,8.0,4.3,4.2,0.28,1635,-0.17,-0.34,0.13,0.4,7%,5.7,1272,-2.2%
CCNC(=O)c1cc(S(=O)(=O)N(C)C)c(Cl)cc1Cl,-14,-1,i,-12,i,2.7,1.7,6.1,-0.89,1508,-0.14,-0.26,-0.0093,0.94,3%,-3.0,1063,-0.1%
c1ccc(Cc2nnc(N3CCCCC3)c3ccccc23)cc1,2,8,i,20,i,3.6,3.8,3.7,-0.2,1360,-0.82,-0.31,-0.05,0.22,7%,-0.2,1075,-1.7%
Oc1ccc(/C=N/Nc2ccnc3cc(Cl)ccc23)c(O)c1,/,/,/,/,i,/,/,/,/,/,-0.11,6.3,1.7,0.039,7%,-1.1,1380,-6.9%
COC(=O)c1sc(-c2ccc(Cl)cc2)cc1NC(=O)COCC(=O)O,/,/,/,/,i,/,/,/,-0.68,1101,1.6,-0.18,1.3,-1.2,7%,-1.6,1399,35%
CC(C)(C)c1ccc(C(=O)NCC(=O)OCC(=O)Nc2ccccc2[N+](=O)[O-])cc1,16,4,i,5,i,2.9,1.8,2.0,0.27,1278,0.96,-0.25,0.76,-0.87,0%,/,/,-3.6%
CCCCOc1ccc(C(C)NC(=O)C2CCCN(S(=O)(=O)CC)C2)cc1 (stereo not drawn),7,-11,i,9,i,4.2,1.2,2.4,-0.46,1668,-0.29,-0.2,-0.53,0.48,-2%,1.0,1299,-1.7%
Cc1ccc(C2Nc3ccccc3NC3=C2C(=O)OC(C)C3)cc1 (stereo not drawn),3,-3,i,-9,i,5.4,2.6,5.3,-0.06,1327,0.84,-0.28,0.42,0.21,0%,0.8,530,-2.2%
c1ccc2c(C3=NNC(=NC4CCCCC4)SC3)c[nH]c2c1,23,27,i,5,i,1.8,1.2,5.5,0.43,1207,0.41,-0.16,0.77,-1.3,-16%,0.4,919,1.2%
NC(=O)c1cc2ccc(O)cc2oc1=Nc1ccccc1,6,13,i,-55,i,4.1,3.6,0.6,/,/,0.49,-0.21,0.42,0.12,-9%,0.8,1158,0.1%
O=C(NNc1nc(=O)c2cccnc2s1)c1ccccc1O,-3,-8,i,-5,i,2.0,2.3,4.3,0.34,1199,-0.061,-0.36,-0.4,0.39,-11%,-1.9,1126,12%
N/C(=N\OC(=O)/C=C/c1ccc(Br)cc1)c1ccccn1,7,12,i,-5,i,2.3,1.4,4.3,-0.44,999,-0.026,-0.23,0.29,-0.78,-1%,4.7,407,-1.2%
O=C(Cc1ccccc1)Nc1ccccc1CO,-1,8,i,2,/,2.5,1.1,0.7,0.44,1120,0.13,-0.26,-0.62,-0.12,-4%,-2.7,1154,-1.3%
CCOC(=O)c1c(C)[nH]c(C(=O)OCC(=O)Nc2cc(C)ccc2OC)c1C,-6,13,+,-19*,/,3.9,2.9,1.0,-0.91,1258,0.64,-0.27,0.051,0.076,44%,-1.2,1201,2.3%
Cc1cnc(NC(=O)CSc2ncn(-c3ccccc3)n2)s1,6,5,i,-1,i,2.7,1.9,17,/,/,0.2,-0.27,0.71,2.1,0%,1.8,1048,1.7%

# Record cards (already shown).
# `O=C(COc1ccccc1)Nc1ncc2c(n1)CCCC2=O` across the screens: WT yeast gro inh: 18; WT yeast gro inh mutant strain: 22; Autophagy mod: i; Autophagy mod cell loss 18 h: -3; Yfh1-off respiration: i; MT stabilize HCS: 4.0; MT stabilize HCS Hoechst-high %: 2.4; MT stabilize HCS cytotoxicity %: 22; Ins promoter up: -0.41; Ins promoter up cell count: 1244; Dynein transport: 1.1; Dynein transport cytoplasmic EGFP: -0.25; Dynein transport nuclear GR-EGFP: 0.87; Dynein transport cell count: -1.3; AID2073: 1%; bCat nuc transl: -1.4; bCat nuc transl cell count 5 µM: 929; HIV fusion peptide: -0.7%
# `Cc1nn(C)c(C(=O)Sc2ccccc2)c1[N+](=O)[O-]` across the screens: WT yeast gro inh: /; WT yeast gro inh mutant strain: /; Autophagy mod: /; Autophagy mod cell loss 18 h: /; Yfh1-off respiration: i; MT stabilize HCS: /; MT stabilize HCS Hoechst-high %: /; MT stabilize HCS cytotoxicity %: /; Ins promoter up: -0.03; Ins promoter up cell count: 1037; Dynein transport: -3.4; Dynein transport cytoplasmic EGFP: 0.59; Dynein transport nuclear GR-EGFP: -1.7; Dynein transport cell count: -0.4; AID2073: -20%; bCat nuc transl: -0.5; bCat nuc transl cell count 5 µM: 1324; HIV fusion peptide: 0.2%

# 3 entries from above, ordered by count of non-hydrogen atoms, low to high:
SMILES,WT yeast gro inh,WT yeast gro inh mutant strain,Autophagy mod,Autophagy mod cell loss 18 h,Yfh1-off respiration,MT stabilize HCS,MT stabilize HCS Hoechst-high %,MT stabilize HCS cytotoxicity %,Ins promoter up,Ins promoter up cell count,Dynein transport,Dynein transport cytoplasmic EGFP,Dynein transport nuclear GR-EGFP,Dynein transport cell count,AID2073,bCat nuc transl,bCat nuc transl cell count 5 µM,HIV fusion peptide
Cc1nn(C)c(C(=O)Sc2ccccc2)c1[N+](=O)[O-],/,/,/,/,i,/,/,/,-0.03,1037,-3.4,0.59,-1.7,-0.4,-20%,-0.5,1324,0.2%
Cc1ccc(C2(CC(=O)N3CCCC3)CCOC(C(C)C)C2)cc1 (stereo not drawn),7,7,i,5,i,1.7,1.8,7.7,0.36,879,0.043,-0.11,0.072,0.47,-7%,/,/,-0.8%
COc1cc(C(=O)CSc2nnc(-c3ccc(O)cc3)n2CC2CCCO2)ccc1NC(C)=O (stereo not drawn),/,/,i,19,i,3.0,3.2,7.8,-0.48,1481,-0.14,-0.37,0.23,1.5,-20%,-0.6,906,-2.2%
